SKKanGAS inh = inhibitors of SKKanGAS S. pyogenes growth in kanamycin (SK-promoter or general growth effect). AID 1662. BacTiter-Glo, 6 h. inhibition, % at 7.5 µM. 300,000 tested, 1.3% active;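 active = mean replicate score, as percent of positive control median, at least 50; inconclusive = mean below 50 but one replicate at or above 50; inactive = mean and every replicate below 50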;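 note: strain carries kanamycin resistance gene driven by streptokinase promoter and grows in 40 µg/ml kanamycin; loss of luminescence reflects streptokinase promoter inhibition or plain growth inhibition; 0% = median of DMSO wells and 100% = positive control at its reference dose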
MrgX1 antag = antagonists of human MrgX1 receptor; MRGX1-HEK293 calcium flux, Fluo-4, BAM8-22 antagonism; hits give low values; 310,000 tested, 1.3% active; Q96LB2; AID 588676; B-score at 10 µM;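 active = calcium-response B-score plate-corrected more than 3 library SD below zero, starting fluorescence within 5 deviations, no agonist response on first addition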;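 note: peak minus trough fluorescence over baseline after final BAM8-22 challenge near maximal dose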
Target sequence (Q96LB2 whole entry, looked up): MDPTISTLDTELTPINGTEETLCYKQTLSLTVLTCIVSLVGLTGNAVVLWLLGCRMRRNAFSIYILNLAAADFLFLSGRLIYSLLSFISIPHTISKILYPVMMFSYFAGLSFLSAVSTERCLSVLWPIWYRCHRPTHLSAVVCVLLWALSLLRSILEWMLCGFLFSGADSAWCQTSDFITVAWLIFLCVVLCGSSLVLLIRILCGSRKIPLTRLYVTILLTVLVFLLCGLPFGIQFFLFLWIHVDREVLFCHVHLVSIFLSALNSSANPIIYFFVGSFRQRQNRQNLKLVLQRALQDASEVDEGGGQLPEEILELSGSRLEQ
ANO1 activ = activates or potentiates the mouse TMEM16A chloride channel | Q8BHY3 | HEK293 TMEM16A/YFP-H148Q/I152L, iodide quench fluorescence; hits give low values | B-score at 10 µM | 340,000 tested, 0.3% active;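 active = fluorescence-ratio B-score plate-corrected deviation score at least 3 library SD below zero, with starting fluorescence score within 5 deviations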;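 note: channel opened by trigger with iodide after compound preincubation; score built on the fluorescence ratio of max minus min over baseline; more negative score means more quench and so TMEM16A activation or potentiation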
HDAC3 inhib = human HDAC3 inhibition | recombinant HDAC3, fluorogenic peptide/trypsin coupled, fluorescence | inhibition, % at 8.3 µM | 320,000 tested, 0.15% active | AID 2718; in the data active = inhibition above about 26%, passing the limit was not always enough; inconclusive = no clear call, values can overlap the other calls
Target sequence (O15379 whole entry, looked up): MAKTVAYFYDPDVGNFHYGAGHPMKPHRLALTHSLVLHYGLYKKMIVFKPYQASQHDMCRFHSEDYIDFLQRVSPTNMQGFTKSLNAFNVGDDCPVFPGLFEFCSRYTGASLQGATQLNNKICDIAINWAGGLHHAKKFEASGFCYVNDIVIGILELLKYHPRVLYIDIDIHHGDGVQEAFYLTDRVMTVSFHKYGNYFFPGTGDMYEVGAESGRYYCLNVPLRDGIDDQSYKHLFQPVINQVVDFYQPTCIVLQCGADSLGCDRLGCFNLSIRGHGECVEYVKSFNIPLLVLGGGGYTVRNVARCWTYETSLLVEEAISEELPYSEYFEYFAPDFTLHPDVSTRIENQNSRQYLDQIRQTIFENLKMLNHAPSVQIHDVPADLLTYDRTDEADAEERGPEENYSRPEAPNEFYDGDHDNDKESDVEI
RGS4 block = inhibitors of human RGS4 | P49798 | HEK293 M3R/RGS4 inducible, Fluo-4 calcium flux; hits give high values; triggered by carbachol at its EC20 | B-score at 10 µM | 310,000 tested, 0.45% active | AID 463165;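 active = B-score, a plate-corrected calcium signal, over three deviations above library mean, with baseline fluorescence within five deviations of library mean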;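 note: RGS4 expression induced by doxycycline in cells with stable M3 receptor; B-score is computed from the integrated fluorescence ratio over baseline after carbachol; higher B-score means a larger calcium signal and so more RGS4 inhibition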
Target sequence (P49798 whole entry, looked up): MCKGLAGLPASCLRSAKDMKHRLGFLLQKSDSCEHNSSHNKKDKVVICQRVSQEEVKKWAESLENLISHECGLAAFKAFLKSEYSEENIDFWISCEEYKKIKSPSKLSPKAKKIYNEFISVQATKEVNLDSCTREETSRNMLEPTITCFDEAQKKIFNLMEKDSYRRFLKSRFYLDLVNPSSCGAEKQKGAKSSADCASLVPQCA
MrgX1 agonist = agonists of human MrgX1 receptor; 310,000 tested, 0.44% active; AID 588627; MrgX1-HEK293 cells, Fluo-4 calcium fluorescence, agonist mode; hits give high values; Q96LB2; B-score at 10 µM;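 active = calcium response B-score plate-corrected fluorescence ratio at least 3 library SD, with starting fluorescence B-score inside 5 SD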
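Assay system: stable human MrgX1 HEK293 cell line. Quantity: 15,000 cells per well. Schedule: cells plated overnight, dye loaded 0.5 h 37 °C, 0.5 h room temperature. Detection: Fluo-4 NW calcium-flux fluorescence, kinetic read. Read-out basis: peak-minus-minimum fluorescence over baseline, converted to B scores. Control set: positive and negative control wells on each plate.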
RGS4 pot = potentiators or activators of RGS4; B-score at 10 µM; HEK293 M3R/inducible RGS4, carbachol calcium flux Fluo4; hits give low values; AID 463111; 310,000 tested, 0.92% active;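 active = B-score of the integrated calcium signal more than 4 SD below the library mean, with starting fluorescence not abnormally high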;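 note: negative B-score means reduced calcium response which marks RGS4 activation or potentiation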
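Reagent: ECmax carbachol challenge; Test system: M3R-expressing HEK293 line, RGS4 induced by doxycycline; Schedule: overnight RGS4 induction, 30 min dye load 37 °C, 20 min compound RT; Detection: calcium dye Fluo4 fluorescence; Read-out: Agonist-evoked peak-minus-minimum fluorescence over baseline, integrated ratio, B score.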
TRPC6 activator = activators of mouse TRPC6 channel. HEK293-TRPC6 membrane potential dye fluorescence; hits give high values. B-score at 10 µM. 310,000 tested, 0.13% active. AID 2550;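 active = B-score of the integrated fluorescence ratio above library mean plus 3 SD, and starting fluorescence ratio within library mean plus 5 SD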;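 note: higher score means more depolarization so channel activation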
TRPC6 inhibitor = inhibitors of mouse TRPC6 channel | B-score at 10 µM | 310,000 tested, 1.1% active | HEK293-TRPC6, membrane potential dye, ACh-evoked depolarization; hits give low values;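 active = B-score under library mean minus 3 SD, initial fluorescence not abnormally high, positive integrated signal ratio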;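 note: B-score derived from integrated fluorescence ratio over the kinetic read; more negative B-score means stronger inhibition of depolarization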
TMEM16A inh = inhibitors of mouse TMEM16A calcium-activated chloride channel. Q8BHY3. HEK293 TMEM16A/YFP iodide influx fluorescence, ionomycin. normalized B-score (activity score, 25-100; higher = stronger inhibition) at 10 µM. 310,000 tested, 1.2% active. AID 588511;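 active = ratio plate-corrected score three or more library SD toward inhibition, starting fluorescence score within five deviations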;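 note: score derived from kinetic fluorescence span divided by baseline fluorescence per well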
MrgX1 allo act = allosterically activates human MrgX1 receptor signaling. Q96LB2. MrgX1-HEK293, Fluo-4 calcium flux, FDSS; hits give high values. B-score at 10 µM. 310,000 tested, 0.63% active;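 active = plate-corrected calcium response at least 3 library SD above typical, normal starting fluorescence, not activating the receptor alone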;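 note: compound read alongside a low EC10 to EC30 dose of BAM8-22 agonist; peak minus trough fluorescence over baseline measured at the second addition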
An asterisk follows results filed as active; i = inactive; ? = inconclusive; · = not tested or not shown.

| Structure | TMEM16A inh | ANO1 activ | RGS4 block | RGS4 pot | HDAC3 inhib | TRPC6 inhibitor | SKKanGAS inh | MrgX1 allo act | TRPC6 activator | MrgX1 agonist | MrgX1 antag |
| --- | --- | --- | --- | --- | --- | --- | --- | --- | --- | --- | --- |
| O=[N+]([O-])c1cc([N+](=O)[O-])c(Oc2ccc(F)cc2F)cc1NN1CCCCC1 | i | i | i | i | -4 | i | 0 | i | i | i | i |
| Cc1ccc2cc(C(c3nnnn3C3CCCC3)N3CCOCC3)c(=O)[nH]c2c1C (centres undefined) | i | i | i | i | -11 | i | -5 | i | i | i | i |
| CCCn1c(=S)[nH]c2sc3c(c2c1=O)CCCC3 | i | i | i | i | 5 | i | 15 | i | i | i | i |
| O=C(COC(=O)c1ccc(O)cc1O)Nc1ccc(Cl)cn1 | i | i | i | i | -1 | i | 21 | i | i | i | i |
| Cc1ccccc1C(=O)N1CCC(C(=O)N(CC(C)C)c2c(N)n(Cc3ccccc3)c(=O)[nH]c2=O)CC1 | i | i | i | i | 3 | i | -3 | i | i | i | i |
| CN(C)S(=O)(=O)c1ccc(NC(=O)Cc2ccc(S(=O)(=O)N3CCOCC3)s2)cc1 | i | i | i | i | 2 | i | 6 | i | i | i | i |
| Cc1cccc(CC2SC(N3CCN(c4ccccc4)CC3)=NC2=O)c1 (centres undefined) | i | i | i | i | 6 | i | -2 | i | i | i | i |
| Cc1nnc(N2CCOCC2)c2nn(-c3ccccc3)c(C)c12 | i | i | i | i | -5 | i | -3 | i | i | i | i |
| Cc1c(NC(=O)c2ccc(S(=O)(=O)N3CC(C)OC(C)C3)cc2)c(=O)n(-c2ccccc2)n1C (centres undefined) | i | i | i | i | -6 | i | -2 | i | i | i | i |
| CC1CCc2nc(NC(=O)C3CCCO3)sc2C1 (centres undefined) | i | i | i | i | 8 | i | 0 | i | i | i | i |
| O=C(C1CCN(Cc2ccc(F)cc2)CC1)N1CCN(C/C=C/c2ccccc2)CC1 | i | i | i | i | 2 | i | -4 | i | i | i | i |
| CC1(C)Oc2ccc3ccc(=O)oc3c2/C(=C/O)C1=O | i | i | i | i | -3 | i | -5 | i | i | i | i |
| Cc1cccc(NC(=O)COC(=O)c2ccc3c(c2)OCO3)c1C | i | i | i | i | 8 | i | -3 | i | i | i | i |
| Cc1ccc(OCC(=O)NCCO)cc1C | i | i | i | i | -2 | i | 9 | i | i | i | i |
| CCCSCCCNC(=O)c1ccc(NC(=O)C2=CSCCO2)cc1 | i | i | i | i | 11 | i | 7 | i | i | i | i |
| O=C(Nc1ccccc1Cl)c1cccc(NC(=O)c2cccs2)c1 | i | i | i | i | -7 | i | 3 | i | i | i | i |
| COc1nnc(-c2ccc(C)c(S(=O)(=O)NC(C)C)c2)c2ccccc12 | i | i | i | i | 0 | i | -4 | i | i | i | i |
| COC(=O)c1c(NC(=O)c2ccnn2C)sc(C)c1C | i | i | i | i | 6 | i | 10 | i | i | i | i |
| O=C(CSc1ccc(Cl)cc1)Nn1cnnc1 | i | i | i | i | 4 | i | -11 | i | i | i | i |
| COc1ccccc1CNC(=O)c1cnc2sccn2c1=O | i | i | i | i | -5 | i | 4 | i | i | i | i |
| O=C(OC1CCN(c2ncc(C(F)(F)F)cc2Cl)CC1)c1ccccc1 | i | i | i | i | 9 | i | 38 | i | i | i | i |
| CC12CCC(C(=O)N(CSC(=S)N/N=C\c3ccccc3O)C1=O)C2(C)C (centres undefined) | i | i | i | i | 5 | i | 108* | 9.3* | i | i | i |
| Cc1ccccc1NC(=O)NCCCN1CCN(C2CCCCC2)CC1 | i | i | i | i | 0 | i | 0 | i | i | i | i |
| Nc1nc2c(nc(Br)n2[C@@H]2O[C@@H]3COP(=O)(O)O[C@H]3[C@H]2O)c(=O)[nH]1 | i | i | i | i | -3 | i | 0 | i | i | i | i |
| N#CC1=C(N)N=C(SCc2cccc3ccccc23)C(C(N)=O)C12CCCCC2 (centres undefined) | i | i | 5.9* | i | -3 | i | 20 | i | i | i | i |
| Cc1nn(S(=O)(=O)N2CCCCC2)c(C)c1Br | i | i | i | i | -6 | i | 19 | i | i | i | i |
| Cc1cc(C)n2nc(SCn3nnc4ccccc4c3=O)nc2n1 | i | i | i | i | 3 | i | 8 | i | i | i | i |
| COc1ccccc1CN1CC(C(=O)NCCc2ccccc2Cl)CCC1=O (centres undefined) | i | i | i | i | 1 | i | -1 | i | i | i | i |
| COc1cc(OC)cc(-c2nc3ccccc3c(=O)n2OC(=O)c2ccc(Br)cc2)c1 | i | i | i | i | 2 | i | 9 | i | i | i | i |
| O=C(c1ccc2oc(CCc3ccccc3)nc2c1)N1CC[C@H](O)C1 | i | i | i | i | 2 | i | 0 | i | i | i | i |
| Cc1ccc(CN(c2ccc(C(=O)NCC3CCCO3)cc2)S(C)(=O)=O)cc1 (centres undefined) | i | i | i | i | 2 | i | -9 | i | i | i | i |
| CC(C)(C)c1ccc(OCC(O)CS(=O)(=O)c2ccccn2)cc1 (centres undefined) | i | i | i | i | 3 | i | ? | i | i | i | i |
| CCOc1ccccc1NC(=O)COc1ccc2ccc(=O)oc2c1 | i | i | i | i | -1 | i | 0 | i | i | i | i |
| Cc1ccc(C)c(OCCC(=O)NCCc2ccc(F)cc2)c1 | i | i | i | i | 4 | i | 5 | i | i | i | i |
| CCOC(=O)Nc1sc(C)nc1-c1ccccc1 | i | i | i | i | -3 | i | -8 | i | i | i | i |
| O=C(/C=C/c1ccco1)NCC1CCCO1 (centres undefined) | i | i | i | i | 5 | i | 1 | i | i | i | i |
| CC(=O)c1ccc(-n2nncc2C(C)(C)C)cc1 | i | i | i | i | -1 | i | -3 | i | i | i | i |
| C/C(=N\Nc1nc2c(s1)CCCC2)c1ccc(Cl)cc1 | i | -11* | i | i | 1 | i | 12 | i | i | i | i |
| CC(C)CC(C(=O)OCC(=O)Nc1ncc(Cl)cc1Cl)N1C(=O)c2ccccc2C1=O (centres undefined) | i | i | i | i | 13 | i | 6 | i | i | i | i |
| CN1CCC(N(C)C(=O)CCc2nc3ccccc3c(=O)[nH]2)CC1 | i | i | i | i | 5 | i | -7 | i | i | i | i |

A stretch taken from the entries so far:
| Structure | TMEM16A inh | ANO1 activ | RGS4 block | RGS4 pot | HDAC3 inhib | TRPC6 inhibitor | SKKanGAS inh | MrgX1 allo act | TRPC6 activator | MrgX1 agonist | MrgX1 antag |
| --- | --- | --- | --- | --- | --- | --- | --- | --- | --- | --- | --- |
| CCOC(=O)Nc1sc(C)nc1-c1ccccc1 | i | i | i | i | -3 | i | -8 | i | i | i | i |
| O=C(/C=C/c1ccco1)NCC1CCCO1 (centres undefined) | i | i | i | i | 5 | i | 1 | i | i | i | i |

(further entries)
| Structure | TMEM16A inh | ANO1 activ | RGS4 block | RGS4 pot | HDAC3 inhib | TRPC6 inhibitor | SKKanGAS inh | MrgX1 allo act | TRPC6 activator | MrgX1 agonist | MrgX1 antag |
| --- | --- | --- | --- | --- | --- | --- | --- | --- | --- | --- | --- |
| NC(=O)CSc1nc(N)c2c3c(sc2n1)CCCCC3 | i | i | i | i | 2 | i | 10 | i | i | i | i |
| O=c1c2ccc(Cl)cc2nc(-c2ccc([N+](=O)[O-])cc2)n1O | i | i | i | i | 6 | i | 1 | i | i | 54* | i |
| CCCCNC(=O)Nc1c(C(=O)OCC)[nH]c2ccccc12 | i | i | i | i | 15 | i | 6 | i | i | i | i |
| O=S1(=O)CCC(=Nc2ccc(Cl)cc2)c2ccsc21 | i | i | i | i | -5 | i | 11 | i | i | i | i |
| CCOC(=O)c1ccc(NC(=O)COc2cc3oc(=O)c(CC(C)O)c(C)c3cc2Cl)cc1 (centres undefined) | i | i | i | i | -18 | i | 1 | i | i | i | i |
| COc1ccc(-c2[nH]ncc2/C=C(/C#N)C(=O)NC2CCCCCC2)cc1 | i | i | i | i | -5 | i | 14 | i | i | i | i |
| Cc1ccc(NC(=O)COC(=O)C2COc3ccccc3O2)cc1S(=O)(=O)N1CCOCC1 (centres undefined) | i | i | i | i | 2 | i | 3 | i | i | i | i |
| COc1ccc(C)cc1NC(=O)C12CCC(C)(C(=O)O1)C2(C)C (centres undefined) | i | i | i | i | 4 | i | 2 | i | i | i | i |
| CC12CN(C(=O)c3ccccc3Br)CC(C)(CN(C(=O)c3ccccc3Br)C1)C2=O | i | i | i | i | 10 | i | 4 | i | i | i | i |
| O=c1[nH]c(CSc2nnc(NCCCN3CCOCC3)s2)nc2cc(Cl)ccc12 | i | i | i | i | 2 | i | -3 | i | i | i | i |
| Cc1ccnc(N2CCC(C(=O)NNC(=O)c3ccncc3)CC2)n1 | i | i | i | i | -9 | i | -2 | i | i | i | i |
| CCn1c(CC(=O)Nc2ccccc2C)nnc1SCC(=O)NC1=NCCS1 | i | i | i | i | -2 | i | -3 | i | i | i | i |
| Cc1ccc(Cn2cccc(NC(=O)CCC3CCCC3)c2=O)cc1 | i | i | i | i | 6 | i | 11 | i | i | i | i |
| COc1ccc(N2C(=O)CC(Sc3nc4ccccc4s3)C2=O)cc1 (centres undefined) | i | i | i | i | -5 | i | 3 | i | i | i | i |
| O=C(NCCCc1ccccc1)C1CC(=O)N(c2ccc3c(c2)OCCO3)C1 (centres undefined) | i | i | i | i | -5 | i | 10 | i | i | i | i |
| Cc1c(C(C)(C(=O)O)c2c(C)n(C)c3ccccc23)c2ccccc2n1C | i | · | i | i | 1 | i | 4 | i | i | i | i |
| O=C1N(c2ccc(Cl)cc2)C(c2ccc(Cl)cc2)N2CCCN12 (centres undefined) | i | i | i | i | 6 | i | -4 | i | i | i | i |
| c1ccc(-n2ncc3c(NCC4CCCO4)ncnc32)cc1 (centres undefined) | i | i | i | i | -16 | i | -3 | i | i | i | i |
| O=C(CCCC(=O)N(CC(=O)NC1CCCC1)c1ccc(F)c(Cl)c1)Nc1ccccn1 | i | i | i | i | 5 | i | -2 | i | i | i | i |
| CCc1nc2oc3ccccc3c(=O)c2c(=O)n1-c1ccccc1 | i | i | i | i | -1 | i | · | i | i | i | i |
| COc1ccccc1NC(=O)C1CCOC1=O (centres undefined) | i | i | i | i | 7 | i | -11 | i | i | i | i |
| Cn1c(N)c(C(=O)COC(=O)c2cccnc2Cl)c(=O)n(C)c1=O | i | i | i | i | -1 | i | 2 | i | i | i | i |

Assay outcomes from PubChem.
